ARFGAP1 inhibitor: rat ARFGAP1 inhibition; AID 651572; Arfgap1-stimulated ARF1 GTP hydrolysis, GDP FP detection; actives 0.26% (n = 360,000); inhibition, % at 16.5 µM;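 active = inhibition above a per-plate limit, mean inhibition of low control wells plus 3 SD, cut at about 25% in these data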;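 note: 0% = DMSO wells with enzyme and 100% = wells lacking Arfgap1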
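Repeats: one replicate per compound; assay system: rat Arfgap1 catalytic domain, aa 1-136; times: enzyme reaction 120 min at 25 °C after 20 min preincubation; detection: FP of antibody-bound GDP Alexa 633 tracer, ex 620/em 688 nm; benchmarks: high control wells lacking Arfgap1, low control full reaction with DMSO; reagent: human ARF1(Δ1-17)-GTP substrate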
DDE Tn7 FP inh: inhibitors of Tn7 peptide binding to human fibrin DD(E). FP displacement of FITC-Tn7 peptide from fibrin DD(E); 0% = median of compound wells per plate. inhibition, % at 8.3 µM. actives 0.13% (n = 370,000). AID 720508;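 active = inhibition above the mean of compounds falling within the control limits plus 3 SD of them, cut at about 14% in these data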;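 note: 0% = plate median of compound wells and 100% = 10 µM Aha-Tn7 peptide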
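assay system = human clot-derived fibrin DD(E) complex | quantity = Fibrin-DD(E) at 2 µM final | timing = 10 min preincubation, 3 h with tracer, room temperature | signal = fluorescence polarization | measure = percent inhibition | benchmarks = high control wells with 10 µM unlabelled Aha-Tn7 peptide (full inhibition) | replicates = singlicate testing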
PLCg1 inh: inhibitors of human phospholipase C gamma1; P19174; inhibition, % at 12.2 µM; purified PLC-gamma1, fluorogenic substrate, fluorescence; actives 0.84% (n = 370,000); in the data active = inhibition above about 9.5%
NR1D1 modulator: modulates human Rev-erb alpha binding to DNA; activity, % at 10 µM; P20393; Rev-erbα–FITC-DNA binding, fluorescence polarization, 90 min; actives 0.79% (n = 370,000);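 active = activity above about 14%, limit read from the data; passing the limit was not always enough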;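 note: 0% = DMSO wells with 35 nM protein and 100% = DMSO wells with 750 nM protein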
Target sequence (P20393 whole entry, looked up): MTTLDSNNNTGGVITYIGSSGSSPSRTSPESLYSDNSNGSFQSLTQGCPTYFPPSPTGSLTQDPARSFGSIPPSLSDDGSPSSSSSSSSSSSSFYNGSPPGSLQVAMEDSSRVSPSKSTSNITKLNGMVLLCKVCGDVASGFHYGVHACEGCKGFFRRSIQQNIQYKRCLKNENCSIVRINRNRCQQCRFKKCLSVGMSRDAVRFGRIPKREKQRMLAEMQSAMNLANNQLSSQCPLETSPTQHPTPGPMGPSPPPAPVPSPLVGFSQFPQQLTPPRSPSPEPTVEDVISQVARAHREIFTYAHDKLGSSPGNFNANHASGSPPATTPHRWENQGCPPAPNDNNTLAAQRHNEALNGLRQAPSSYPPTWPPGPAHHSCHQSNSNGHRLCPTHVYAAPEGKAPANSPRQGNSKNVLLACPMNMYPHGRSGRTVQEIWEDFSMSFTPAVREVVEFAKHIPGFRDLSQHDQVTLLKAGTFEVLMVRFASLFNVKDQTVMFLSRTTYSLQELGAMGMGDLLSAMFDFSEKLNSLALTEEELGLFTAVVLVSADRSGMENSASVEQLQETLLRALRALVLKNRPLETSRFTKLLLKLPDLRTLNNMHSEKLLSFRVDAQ
PLC-beta3 inh: inhibitors of human phospholipase C beta3 | Q01970 | Purified PLC-beta3, fluorogenic substrate, fluorescence | inhibition, % at 12.2 µM | actives 0.18% (n = 370,000); in the data active = inhibition above about 11%;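 note: 0% = median of compound wells on plate and 100% = full blocker control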
UHRF1 MBD2 ctr: UHRF1 methyl-DNA binding inhibition. actives 0.75% (n = 370,000). inhibition, % at 4.4 µM. UHRF1 binding to methylated oligo, TR-FRET; in the data active = inhibition above about 21%;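 note: UHRF1 SRA domain binding a hemimethylated CpG hairpin DNA probe; 0% = median of test compound wells and 100% = reference inhibitor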
HGIII-sPLA2 inh: Inhibits HGIII-sPLA2 liposome hydrolysis, primary screen; inhibition, % at 12.2 µM; AID 743126; actives 0.56% (n = 370,000); Q9NZ20; QFRET BODIPY PC-A2 liposome hydrolysis, fluorescence;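 active = inhibition above mean plus 3 SD of compounds lying within the high and low control bounds, cut at about 19% in these data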;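 note: 0% = median of test compound wells and 100% = no enzyme DMSO wells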
Target sequence (Q9NZ20 whole entry, looked up): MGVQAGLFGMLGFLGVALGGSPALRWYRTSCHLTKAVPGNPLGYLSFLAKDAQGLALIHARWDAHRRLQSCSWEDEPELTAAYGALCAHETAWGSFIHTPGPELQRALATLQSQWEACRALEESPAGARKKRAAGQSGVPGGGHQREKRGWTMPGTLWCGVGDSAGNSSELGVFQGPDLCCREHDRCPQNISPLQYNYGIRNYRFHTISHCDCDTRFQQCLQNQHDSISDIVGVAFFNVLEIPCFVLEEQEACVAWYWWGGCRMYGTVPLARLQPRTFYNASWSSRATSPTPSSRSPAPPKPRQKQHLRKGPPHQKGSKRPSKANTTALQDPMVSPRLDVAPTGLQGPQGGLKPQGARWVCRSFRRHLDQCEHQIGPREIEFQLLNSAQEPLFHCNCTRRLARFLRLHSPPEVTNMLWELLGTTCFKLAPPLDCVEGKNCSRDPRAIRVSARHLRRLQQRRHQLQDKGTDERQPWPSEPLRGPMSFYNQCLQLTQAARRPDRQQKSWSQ
Tn6 DDE FP: disrupts Tn6 cyclic peptide binding to fibrin D-Dimer-E complex | P02675 | Fibrin DD(E) TRITC-Tn6 fluorescence polarization displacement | inhibition, % at 8.3 µM | actives 0.21% (n = 370,000) | AID 720509;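 active = inhibition above a per-campaign cutoff: mean of compounds within control limits plus 3 SD, cut at about 15% in these data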;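 note: 0% = median of all compound wells on the plate and 100% = blocking peptide control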
proKLK7 act: proKLK7 (human) activation, primary screen; purified proKLK7, EDANS-DABCYL substrate fluorescence; 100% is mature enzyme control, 0% vehicle; activation, % at 7 µM; AID 652039; P49862; actives 0.9% (n = 370,000);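 active = activation above the mean of all tested compounds plus 3 SD, computed per campaign excluding outliers beyond control limits, cut at about 13% in these data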
ASAP1 GAP inh: inhibitors of human ASAP1 ArfGAP activity; Q9ULH1; ASAP1-stimulated ARF1 GTP hydrolysis, GDP FP detection; inhibition, % at 16.5 µM; actives 0.19% (n = 360,000); in the data active = inhibition above about 25%;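 note: 0% = vehicle with enzyme and substrate and 100% = no enzyme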
* hit, by the source's call.

ARFGAP1 inhibitor,DDE Tn7 FP inh,PLCg1 inh,NR1D1 modulator,PLC-beta3 inh,UHRF1 MBD2 ctr,HGIII-sPLA2 inh,Tn6 DDE FP,proKLK7 act,ASAP1 GAP inh,SMILES
1,7,-16,-5,-33,-1,6,-1,-0.1,7,CC1CCN(c2oc(-c3ccc(F)cc3)nc2C#N)CC1
3,4,-2,-3,-2,0,4,-4,-0.1,-3,COc1ccc(C(c2sc3nc(C)nn3c2O)N2CCC(C(N)=O)CC2)cc1OC (stereo not drawn)
-1,0,3,3,1,1,-1,6,0.6,-1,Cc1nnc(SCC(=O)N(C)c2ccccc2)n1Cc1ccccc1
6,-9,11*,1,9,-3,4,-4,0.6,5,CCn1c(O)c(N=NC(=O)c2ccc(CSc3nncn3C)cc2)c2ccccc21
-2,-3,-3,4,-6,-1,0,-4,0.1,9,O=C(Nc1ccnn1C1CCN(C(=O)CCc2ccc(F)cc2)CC1)C1CCOC1 (stereo not drawn)
7,0,4,0,-7,-1,-4,9,0.5,-11,CSc1ccccc1NC(=S)N/N=C/c1cccn1Cc1cccc(C)c1
4,-7,0,3,1,-1,-6,0,0.6,-5,COc1ccc(/C=C\C(=O)Oc2cccc(/C=N/NC(=O)Cc3ccc(OC)c(OC)c3)c2)cc1
2,-1,5,-2,-3,-1,3,4,0.8,-13,NC(=O)COC(=O)C1CSC2(c3ccc(F)cc3)CCC(=O)N12 (stereo not drawn)
-7,-3,1,-2,-1,0,8,1,0.1,4,CC(=O)NCCNC(=O)C1(C)Cc2c(-c3cccc(NC(C)=O)c3)ccnc2O1 (stereo not drawn)
-6,-1,1,-3,-4,2,-5,7,-1.4,-2,CCC1CCC(C(=O)NC(CCSC)C(=O)NCCc2ccc(S(N)(=O)=O)cc2)CC1 (stereo not drawn)
-7,14*,1,1,-9,-1,18,-2,-0.6,2,CSc1ccccc1NC(=O)COC(=O)c1cnc(C)cn1
12,2,-3,-1,-5,1,6,-3,0.5,9,CCN(C(=O)Cc1ccccc1OC)c1nnc(-c2ccncc2)s1
-10,7,1,3,-8,0,13,-7,-0.5,-15,CSCc1c(C(=O)OCC(=O)NC2CCCCC2)oc2ccccc12
-10,1,-3,3,0,0,-6,1,-0.4,-12,COc1ccc(C)cc1NC(=O)CSc1nnc(-c2ccc(C)cc2)o1
2,-6,-4,1,-15,-1,-29,-1,0.3,-17,CC(=O)c1c(C)[nH]c(C(=O)OCC(=O)c2ccc3c(c2)NC(=O)CO3)c1C
-5,2,2,1,0,2,2,7,0.1,2,CS(=O)(=O)N(Cc1ccccc1)c1ccc(C(=O)Nc2ccccc2Sc2ccccc2)cc1
-1,-1,0,-3,-1,-1,7,1,-0.6,6,Cc1ccnc2nc(C(=O)OCC(=O)NCCc3ccc(Cl)cc3)nn12
2,-4,-1,3,-1,10,1,7,0.2,-1,O=C(Cc1ccccc1)NNC(=O)c1cccs1
4,1,-5,-3,1,8,-10,9,-0.6,15,Cc1ccc(S(=O)(=O)NCCCCCC(=O)Nc2nccs2)cc1
5,10,-115,-1,-154,0,2,0,10.0,11,COc1ccc(C2=NC(C)(C)Cc3cc(OC)c(OC)cc32)cc1OC
-21,5,-14,5,-20,6,8,5,0.2,-8,Cc1ccc(/C(N)=N/OC(=O)N2c3ccccc3Sc3ccccc32)cc1
-1,-1,1,2,0,2,3,-3,0.2,5,Cc1ccccc1-n1c(=O)n(CCc2ccccc2)c(=O)c2[nH]cnc21
0,1,-4,0,-4,3,-4,-3,0.2,8,O=c1oc2ccccc2c2c1ncn2-c1ccccc1
-16,3,1,1,0,0,-6,8,-0.4,-4,O=C(c1csc2c1CCCC2)N1CCCCC1
3,-4,3,5,-2,1,0,-7,0.2,8,Cc1n[nH]c(=O)nc1NCc1ccc(Cl)cc1
12,-3,-1,5,-6,3,16,4,0.1,-1,Fc1ccc(-c2cn(-c3ccccc3)c3[n+]2CCS3)cc1
7,10,-1,-4,-1,1,0,4,-0.3,0,C[C@@H]1CN([C@H](C)CO)S(=O)(=O)c2ccc(Br)cc2O[C@H]1CN(C)C(=O)C1CCCCC1
-2,3,-1,0,-4,3,7,-5,0.1,1,COc1cccc(NC(=O)CSc2nc(O)c(C)c(=O)n2-c2ccc(C)cc2)c1
13,2,3,-4,1,6,-2,-3,0.3,-5,CCOc1ccc(C(=O)CN2CCN(S(=O)(=O)c3ccc(Cl)cc3)CC2)cc1
6,3,-2,1,-3,1,-13,2,-0.1,5,Cc1onc(-c2c(F)cccc2Cl)c1C(=O)Nc1ccc(Cl)c(S(=O)(=O)N(C)C)c1
-10,8,6,1,2,-1,1,5,0.3,3,CC1CCCN(C(=O)COC(=O)c2cc([N+](=O)[O-])ccc2N2CCOCC2)C1 (stereo not drawn)
4,-3,0,-4,-1,-3,1,4,-0.2,-20,CC(=O)N1CCCC(C)(C(=O)Nc2cccc(OC(C)C)c2)C1 (stereo not drawn)
1,-7,2,1,1,-2,-5,12,-0.3,-2,CC(C)c1ccccc1NC(=O)COC(=O)c1ccc(Cl)c(S(=O)(=O)N2CCCCCC2)c1
-10,8,-1,5,-9,1,10,11,-0.5,4,COc1ccc(C(=O)C2CCCN(C(=O)C3=CCCC3)C2)c(C)c1 (stereo not drawn)
-9,-12,-2,-4,-1,2,0,-2,-0.2,-8,COc1ccc2[nH]cc(C=O)c2c1
9,0,3,-1,4,0,0,-3,0.2,-17,C=CCNC(=O)CN1C(=O)CSc2ccc(S(=O)(=O)N3CCOCC3)cc21
0,-2,-47,-3,-57,-5,-3,0,0.6,-8,COc1ccc2sc3ccccc3c(=O)c2c1OC
-14,4,-1,-5,-5,-2,11,7,-0.1,-6,Cc1cnc(C(=O)OCC(=O)c2ccc(F)c(F)c2)cn1
3,2,-1,0,2,4,2,-7,-0.5,0,Cc1csc(NC(=O)CSc2nc(C)nc3c2c(=O)n(C)c(=O)n3C)n1
12,2,0,-3,0,2,-6,-10,-0.1,4,COCC(=O)NC1(c2nnnn2CCOC(=O)Nc2ccc(Cl)cc2)CCCCC1
-10,5,2,-2,3,-4,-5,6,0.0,9,Cc1ccc(S(=O)(=O)NC(CC(C)C)C(=O)Nc2nccs2)cc1 (stereo not drawn)
-4,1,5,3,-1,6,15,1,-0.1,-3,CCOc1cc(-c2sc(Nc3ccc(CC)cc3)n[n+]2-c2ccccc2)ccc1OC
1,-4,1,-3,0,4,8,-6,-0.3,2,Cc1csc(C2=C(O)CN(CCc3ccccc3)C2=N)n1
20,2,1,0,-5,0,-12,-5,0.0,-2,O=C(/C=C/c1cn(-c2ccccc2)nc1-c1ccccc1)Nc1ccc(C(=O)O)cc1
7,4,0,0,2,7,3,-1,-0.6,13,O=C(C1CC1)N1CCc2cc(Br)cc(S(=O)(=O)NCCCN3CCCC3)c21
-10,1,3,-3,-1,0,0,9,0.3,1,CCc1ccc(NC(=O)CCc2nc3ccccc3[nH]2)cc1
-4,6,0,1,-5,-1,-1,8,-0.5,-5,CCc1cc2c(=O)n(-c3ccccc3)c(SCC(N)=O)nc2s1
-3,8,-4,-3,-5,0,-5,2,0.0,-6,COCCSc1nnc(NC(=O)C2CC(=O)N(c3ccc(C)cc3)C2)s1 (stereo not drawn)
-5,-3,-4,-3,-6,-3,-3,1,-0.3,4,O=C(Nc1nnc(/N=C/c2ccco2)s1)c1ccc(F)cc1
7,0,1,8,-5,-3,-2,3,-0.5,-8,COC(=O)c1ccc(N(CC(=O)NC2CCCC2)C(=O)CNC(=O)c2cccs2)cc1
-1,4,-1,-6,3,2,-16,-1,-0.1,-2,CC(=O)O[C@H]1C(=O)[C@]2(C)[C@H]([C@H](OC(=O)c3ccccc3)[C@]3(O)C[C@H](OC(=O)[C@H](O)[C@@H](NC(=O)c4ccccc4)c4ccccc4)C(C)=C1C3(C)C)[C@]1(OC(C)=O)CO[C@@H]1C[C@@H]2O
-6,-6,1,1,-8,0,3,0,0.2,13,COc1cccc(C(=O)Nc2nnc(Cc3ccc(OC)c(OC)c3)s2)c1
11,3,4,-2,1,-2,0,3,0.4,6,COc1cc(/C=N/NC(=O)COc2ccccc2C)ccc1OC(=O)c1cccs1
-6,0,3,1,-6,-2,0,0,-0.2,3,O=C(COC(=O)c1ccc(F)cc1F)NC(=O)Nc1ccc2c(c1)OCCO2
66*,-12,-137,-31,-234,37*,-85,-2,1.7,42*,C[n+]1c(-c2ccc(C=NNC(=O)c3ccc(C(=O)NN=Cc4ccc(-c5cn6ccccc6[n+]5C)cc4)cc3)cc2)cn2ccccc21
-3,-4,-118,4,-157,3,3,-7,0.4,-5,Cc1cc(N2CCOCC2)n2nc(C)c(-c3ccccc3Cl)c2n1
-8,0,4,-1,-2,9,1,-7,-0.4,3,CCC1(c2ccc(F)cc2)NC(=O)N(CC(=O)N2c3ccccc3NC(=O)CC2C)C1=O (stereo not drawn)
14,11,-2,1,-17,2,-2,2,-0.4,6,Cc1ccc(C(=O)CCC(=O)N2CCN(c3ccccc3O)CC2)cc1
-1,-6,2,1,-4,4,7,2,-0.1,9,CCN(CC)C(=O)C1=C(C)NC(=S)NC1c1ccc(C)s1 (stereo not drawn)
-6,-4,5,-3,9,1,0,-5,-0.2,-4,CN(C)C(=O)CN(c1ccc(F)c(Cl)c1)S(C)(=O)=O

Laid out differently: entries from further up
Order of results: ARFGAP1 inhibitor	DDE Tn7 FP inh	PLCg1 inh	NR1D1 modulator	PLC-beta3 inh	UHRF1 MBD2 ctr	HGIII-sPLA2 inh	Tn6 DDE FP	proKLK7 act	ASAP1 GAP inh
> Fc1ccc(-c2cn(-c3ccccc3)c3[n+]2CCS3)cc1
→ 12	-3	-1	5	-6	3	16	4	0.1	-1
> CC(=O)O[C@H]1C(=O)[C@]2(C)[C@H]([C@H](OC(=O)c3ccccc3)[C@]3(O)C[C@H](OC(=O)[C@H](O)[C@@H](NC(=O)c4ccccc4)c4ccccc4)C(C)=C1C3(C)C)[C@]1(OC(C)=O)CO[C@@H]1C[C@@H]2O
→ -1	4	-1	-6	3	2	-16	-1	-0.1	-2

The list continues:
ARFGAP1 inhibitor,DDE Tn7 FP inh,PLCg1 inh,NR1D1 modulator,PLC-beta3 inh,UHRF1 MBD2 ctr,HGIII-sPLA2 inh,Tn6 DDE FP,proKLK7 act,ASAP1 GAP inh,SMILES
-7,-1,-1,-1,0,3,7,-5,-0.4,0,COc1cc(C)c(C#N)c(OC)n1
6,-3,-1,5,1,2,0,7,-1.0,8,C/C(CC(C)(C)c1ccccc1)=N\NS(=O)(=O)c1ccccc1
7,-2,-21,-1,-34,0,-12,-3,4.6,14,CC(C)(C)C(=O)COC(=O)c1cc2ccccc2cc1O
-6,-5,2,-3,1,3,2,4,-0.2,18,CN1C(=O)[C@@H]2[C@@H]3C[C@@H]([C@H]4ON=C(c5ccc(Cl)cc5)[C@@H]34)[C@@H]2C1=O
-1,0,-2,3,-4,0,-1,-7,-1.0,-5,Cc1ccc(CN2CCN(Cc3ccccn3)CC2CCO)cc1 (stereo not drawn)
16,1,8,-2,1,5,22*,-1,0.4,2,O=C(NN1C(=O)C2C3C=CC(C3)C2C1=O)c1ccco1 (stereo not drawn)
-7,5,2,0,3,-4,6,-3,0.4,-5,Cc1ccc(/C=N\NC(=O)c2cc([N+](=O)[O-])cc([N+](=O)[O-])c2)o1

High-throughput results from PubChem.
